Source: PubChem BioAssay (several laboratories)
GSK3beta inhib = inhibitors of human GSK3beta kinase. AID 2097. activity score (negative = inhibition), % at 10 µM. P49841. 0.038% of 300,000 active. GST-GSK3beta kinase, ADP-Glo luminescence, 60 min; stronger effect = lower value;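 active means more than half of replicate wells score below -50%, meaning over 50% inhibition versus plate controls; inconclusive means some replicates but at most half score below -50%; inactive means no replicate scores below -50%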;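 further: 0% = median DMSO wells and -100% = median GW8510 positive control wells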
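Assay system: GST-fused GSK3beta enzyme, cell-free / Medium: Tris pH 7.5 buffer with MgCl2, DTT, BSA, heparin / Also added: peptide substrate plus 25 µM ATP (final) / Compound: 10 µM single point / Timing: kinase reaction with compound 60 min at room temperature / Detection: ADP-Glo luminescence / Benchmarks: DMSO neutral wells and GW8510 at 20 µM as positive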
hERG protect = shields human hERG channel from block by proarrhythmic agents; Q12809; CHO-hERG, FluxOR thallium flux, dofetilide IC70 present; activation (rescue from dofetilide block), less the hit threshold, % at 10 µM; 0.51% of 310,000 active;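 active means activation above the mean of controls blocked by dofetilide plus 5 SD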;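 further: thallium influx through hERG after potassium depolarization seen as dye fluorescence rise; in these data hits start at about 4.7%; inactives centre near -7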
KCNQ1 inh = human KCNQ1 channel inhibition; P51787; CHO-K1 KCNQ1, FluxOR thallium flux fluorescence; stronger effect = higher value; B-score at 10 µM; 1.3% of 310,000 active; AID 2642;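 active means compounds whose thallium flux B-score, printed positive for inhibition, exceeds three library SD while starting fluorescence stays within three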;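 further: channel opened by potassium depolarization with thallium stimulus after 20 min compound exposure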
KCNK9 inh = human KCNK9 channel inhibition. B-score at 10 µM. AID 488922. Q9NPC2. HEK293 KCNK9, FluxOR thallium flux fluorescence; stronger effect = lower value. 1.2% of 310,000 active;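 active means ratio B-score over 3 SD below the library mean, with starting fluorescence within 5 SD of its mean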;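 further: negative B-score means less thallium flux so channel inhibition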
Target sequence (Q9NPC2 whole entry, looked up): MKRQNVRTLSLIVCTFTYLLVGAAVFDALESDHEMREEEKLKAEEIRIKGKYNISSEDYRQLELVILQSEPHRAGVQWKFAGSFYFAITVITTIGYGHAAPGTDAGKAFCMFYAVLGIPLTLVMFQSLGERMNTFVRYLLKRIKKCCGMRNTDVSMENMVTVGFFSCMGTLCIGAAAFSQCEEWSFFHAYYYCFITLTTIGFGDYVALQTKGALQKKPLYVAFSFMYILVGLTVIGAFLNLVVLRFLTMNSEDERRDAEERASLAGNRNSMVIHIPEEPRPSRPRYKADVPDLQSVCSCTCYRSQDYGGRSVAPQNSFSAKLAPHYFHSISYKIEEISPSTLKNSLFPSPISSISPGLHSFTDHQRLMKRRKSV
KCNQ1 pot = human KCNQ1 channel potentiation or activation; P51787; CHO-K1 KCNQ1, thallium flux FluxOR fluorescence; stronger effect = higher value; B-score at 10 µM; 0.35% of 310,000 active;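 active means fluorescence ratio B-score, a plate-corrected score, at least three library SD, with initial intensity B-score within 5 SD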
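Assay system: CHO-K1 cells stably expressing KCNQ1. Medium: assay buffer for compound exposure, DMSO matched across wells. Timing: 37 °C overnight plating, 90-min dark dye load, 20-min compound pretreatment. Signal: kinetic FluxOR fluorescence, 10 s baseline plus 110 s post-stimulus.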
PolyA inhibitor = inhibitors of polyadenylation in S. cerevisiae | calls only at 12 µM | AID 1875 | S. cerevisiae SKY197-pL101 polyadenylation reporter, beta-gal luminescence; efflux-impaired pdr1/pdr3 knockout yeast; score 100 = 6 SD above DMSO | 0.02% of 300,000 active;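 active means lowest replicate activity score at least 50, where 100 means six control SD above control mean; inconclusive means lowest score under 50 but half or more replicates reach 50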;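 further: yeast exposed to compound for 9 h at 30 °C; higher score means more reporter readthrough which indicates perturbed polyadenylation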
KCNK3 inh = human KCNK3 channel inhibition, primary screen. O14649. CHO-KCNK3 thallium flux, FluxOR fluorescence; stronger effect = lower value. B-score at 10 µM. 0.84% of 340,000 active. AID 602410;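 active means B-score under library mean minus 4 SD, starting fluorescence ratio at most library mean plus 5 SD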;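 further: more negative B-score means stronger inhibition of thallium flux through KCNK3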
GSK3 alpha inh = inhibitors of human GSK-3 alpha kinase. P49840. ADP-Glo luminescence, 60 min. inhibition, % at 10 µM. 0.1% of 320,000 active. AID 2650;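 in the data active means inhibition above about 50%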;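 further: GST-tagged GSK-3 alpha with peptide substrate and 25 µM ATP; 0% = DMSO neutral wells and 100% = GW8510 positive control wells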
Target sequence (P49840 whole entry, looked up): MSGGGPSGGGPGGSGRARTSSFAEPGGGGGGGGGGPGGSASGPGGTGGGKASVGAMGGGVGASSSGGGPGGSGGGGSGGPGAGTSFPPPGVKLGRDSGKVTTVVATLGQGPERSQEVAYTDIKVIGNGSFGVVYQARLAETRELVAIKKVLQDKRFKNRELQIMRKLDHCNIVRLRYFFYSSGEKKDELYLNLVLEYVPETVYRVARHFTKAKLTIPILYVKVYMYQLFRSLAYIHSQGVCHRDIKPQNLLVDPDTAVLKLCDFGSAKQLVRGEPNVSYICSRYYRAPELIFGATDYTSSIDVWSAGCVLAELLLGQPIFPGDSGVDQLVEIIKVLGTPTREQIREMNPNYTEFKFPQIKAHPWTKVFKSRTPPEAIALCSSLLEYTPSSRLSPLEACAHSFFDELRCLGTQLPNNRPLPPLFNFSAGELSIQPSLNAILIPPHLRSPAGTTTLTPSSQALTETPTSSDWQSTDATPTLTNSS
RGS4 pot = RGS4 potentiation or activation; 0.92% of 310,000 active; HEK293 M3R/inducible RGS4, carbachol calcium flux Fluo4; stronger effect = lower value; B-score at 10 µM;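 active means B-score of the integrated calcium signal more than 4 SD below the library mean, with starting fluorescence not abnormally high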;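 further: negative B-score means reduced calcium response which marks RGS4 activation or potentiation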
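Assay system: HEK293 FlpIn-TREx cells, stable M3R, doxycycline-inducible RGS4 / Probe or stimulus: carbachol, ECmax concentration / Times: overnight RGS4 induction, 30 min dye load 37 °C, 20 min compound RT / Signal: kinetic calcium fluorescence imaging with Fluo4-AM dye, 2 µM / Measure: Agonist-evoked peak-minus-minimum fluorescence over baseline, integrated ratio, B score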
HDAC3 inhib = blocks human histone deacetylase 3; recombinant HDAC3, fluorogenic peptide/trypsin coupled, fluorescence; 0.15% of 320,000 active; inhibition, % at 8.3 µM; O15379; in the data active means inhibition above about 26%, passing the limit was not always enough; inconclusive means no clear call, values can overlap the other calls
DYRK1A inh = blocks rat Dyrk1A kinase activity; Q63470; ADP-Glo luminescence, NFATc1 peptide; inhibition, % at 12.5 µM; 0.43% of 310,000 active; in the data active means inhibition above about 50%;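 further: plate controls were vehicle with enzyme for no effect and no enzyme for full effect; many of its hits are not listed in these tables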
* = called active by the depositor; i = inactive; ? = inconclusive; . = no result given. Some of the compounds tested. The share of hits here may be higher or lower than overall.

Fields: KCNK9 inh	GSK3beta inhib	KCNQ1 inh	GSK3 alpha inh	HDAC3 inhib	KCNQ1 pot	DYRK1A inh	hERG protect	RGS4 pot	KCNK3 inh	PolyA inhibitor
CCN(CC(=O)Nc1ccccc1C(=O)OC)S(=O)(=O)c1ccccc1
→ i	1.5	i	-4.2	-0.2	i	-1.5	-2.6	i	i	i
O=C(Nc1ccccc1)C1CCCN(S(=O)(=O)c2ccc(-n3cnnn3)cc2)C1 (configuration not stated)
→ i	1.6	i	-2.4	-1.8	i	-5.6	-11.2	i	i	i
O=C(CSc1c2c(nc3ccc(Cl)cc13)CCCC2)NCc1ccco1
→ i	-6.4	i	6.7	?	i	2.2	-12.4	i	i	i
C=C(C)COc1ccc(-c2nc(N)ncc2-c2ccc(Cl)cc2)c(O)c1
→ i	-3.7	i	0.4	3.9	i	-5.1	-7.5	i	i	i
Cc1ccc(-n2c(O)c(/C=N/NC(=O)C3COc4ccccc4O3)c3ccccc3c2=O)cc1 (configuration not stated)
→ i	4.3	i	-0.6	-5.3	i	.	-25.2	i	i	i
Cc1ccc(S(=O)(=O)c2nc(S(C)(=O)=O)sc2N2CCCCC2C)cc1 (configuration not stated)
→ i	0.3	i	-1.0	-4.1	i	-3.2	-2.0	i	i	i
c1cc(CN2CCN(C3CCCCCC3)CC2)ccn1
→ i	0.1	i	0.2	-3.4	i	-8.1	-14.9	i	i	i
CCOC(=O)Cc1n[nH]c(=O)c2ccccc12
→ i	0.1	i	-1.8	-0.7	i	1.1	-7.5	i	i	i
CC(C(=O)N1CCOCC1)N1C(=O)C2C3CC(C(Br)C3Br)C2C1=O (configuration not stated)
→ i	-0.2	i	-0.8	2.0	i	-1.7	-6.0	i	i	i
CCC(=O)c1cn(CC(=O)Nc2ccc(C)cc2)c2ccccc12
→ i	3.1	i	-0.2	-3.7	i	-5.2	0.2	i	i	i
Cc1ccc2c(C)c(C(=O)NCCN3CCCC(O)C3)oc2c1C (configuration not stated)
→ i	-3.1	i	0.3	-3.1	i	7.0	-8.3	i	i	i
COc1ccc(NC(=O)C2(c3ccc(NC(=O)c4ccc(OC(C)=O)cc4)cc3)CCCC2)cc1
→ i	-1.7	i	1.2	-2.4	i	-3.3	-7.4	i	i	i
O=C(CN1C(=O)/C(=C/c2ccc(F)cc2)SC1=S)N1CCN(CCc2ccccn2)CC1
→ i	1.1	i	-8.5	1.3	i	7.6	-10.1	i	i	i
COc1ccc(CNC(=O)CCC(=O)Nc2nnc(C(C)C)s2)cc1
→ i	1.0	i	-7.9	-2.0	i	.	-7.7	i	i	i
COc1ccc(CN(CC(=O)NC2CCCCC2)C(=O)CCC(=O)Nc2nccs2)cc1
→ i	-4.0	i	-0.5	-4.9	i	-2.5	-7.6	i	i	i
O=C(c1ccccc1CCc1ccccc1)N1CCN(c2ccccn2)CC1
→ i	2.1	i	-4.5	0.5	i	3.6	-16.0	i	i	i
CC1CC(C)CN(C(=O)Cn2ncc3c([nH]c4ccccc43)c2=O)C1 (configuration not stated)
→ i	0.9	i	.	0.7	i	-2.8	-7.8	i	i	i
Cc1ccc2[nH]c3c(=O)n4c(nc3c2c1)SCC4
→ i	1.2	i	-2.1	-7.4	i	-1.0	-6.2	i	i	i
Cn1c(=O)oc2cc(S(=O)(=O)N3CCC(C(=O)NCCc4ccccc4)CC3)ccc21
→ i	0.1	i	5.1	2.0	i	-0.6	-8.8	i	i	i
COCCCn1c(CCC(=O)O)ccc1-c1cccs1
→ i	1.8	i	-4.9	-22.2	i	4.0	-6.9	i	i	i

Given as tab-separated lines: 4 of the compounds above
Structure	KCNK9 inh	GSK3beta inhib	KCNQ1 inh	GSK3 alpha inh	HDAC3 inhib	KCNQ1 pot	DYRK1A inh	hERG protect	RGS4 pot	KCNK3 inh	PolyA inhibitor
Cc1ccc(S(=O)(=O)c2nc(S(C)(=O)=O)sc2N2CCCCC2C)cc1 (configuration not stated)	i	0.3	i	-1.0	-4.1	i	-3.2	-2.0	i	i	i
c1cc(CN2CCN(C3CCCCCC3)CC2)ccn1	i	0.1	i	0.2	-3.4	i	-8.1	-14.9	i	i	i
CCOC(=O)Cc1n[nH]c(=O)c2ccccc12	i	0.1	i	-1.8	-0.7	i	1.1	-7.5	i	i	i
CC(C(=O)N1CCOCC1)N1C(=O)C2C3CC(C(Br)C3Br)C2C1=O (configuration not stated)	i	-0.2	i	-0.8	2.0	i	-1.7	-6.0	i	i	i

Next results.
Fields: KCNK9 inh	GSK3beta inhib	KCNQ1 inh	GSK3 alpha inh	HDAC3 inhib	KCNQ1 pot	DYRK1A inh	hERG protect	RGS4 pot	KCNK3 inh	PolyA inhibitor
CCOc1cc(C(=O)NCc2ccncc2)cc(OCC)c1OCC
→ i	-1.5	i	-2.8	-0.9	i	-1.9	-8.5	i	i	i
Cc1cccc(CN2CCc3c([nH]c4ccccc34)C2)c1
→ i	1.8	i	-0.8	5.5	i	3.4	-6.9	i	i	i
C#CCSc1nnc(-c2cc3c(C(F)(F)F)nn(C)c3s2)n1C
→ i	0.9	i	1.0	-3.9	i	-2.7	-5.8	i	i	i
NC(=O)c1ccc(NCCCN2CCOCC2)c([N+](=O)[O-])c1
→ i	-0.3	i	-1.8	-2.3	i	2.2	-1.6	i	i	i
Cc1ccn2c(=O)nc(SCC(=O)NCc3ccccc3Cl)nc2c1
→ i	1.4	i	-0.1	-0.9	i	2.0	-10.3	i	i	i
CCNC(=S)N/N=C/c1ccc(F)cc1
→ i	1.0	i	0.7	-5.3	i	.	-12.1	i	.	i
CSc1ccc(C(=S)N2CCN(Cc3ccccc3)CC2)cc1
→ i	1.8	i	-1.4	6.7	i	-5.7	-12.4	i	i	i
C=C(C)COc1ccc(-c2[nH]ncc2Oc2ccccc2OCC)c(O)c1
→ i	-4.8	i	1.0	-3.1	i	6.1	-13.9	-7.74*	i	i
CC1CCCC(NC(=O)CCCn2c(=O)[nH]c3cc(Cl)ccc3c2=O)C1C (configuration not stated)
→ i	0.4	i	-2.2	0.9	i	0.0	-7.7	i	i	i
Cc1ccc(N(CN2CCCC2=O)C(=O)c2ccccc2)cc1
→ i	0.3	i	.	1.5	i	.	-17.7	i	i	i
O=C(NC(=S)Nc1cc([N+](=O)[O-])ccc1O)c1ccc2c(c1)OCO2
→ i	2.3	6*	-1.5	-4.2	i	-0.6	-11.6	i	i	i
Cc1cc2ncn(S(=O)(=O)c3ccc(S(=O)(=O)N4CCOCC4)cc3)c2cc1C
→ i	1.3	i	1.2	4.1	i	7.5	-15.9	i	i	i
O=[N+]([O-])c1cccc2nc(-c3ccccc3)c(-c3ccccc3)nc12
→ i	-0.3	i	-1.0	-3.0	i	-4.0	-13.8	i	i	i
COc1ccccc1CNc1ccc2c(c1)CCC2
→ i	-4.8	i	-0.5	-3.4	i	8.7	-8.7	i	i	i
Nc1ccc(-c2nc3cc(N)ccc3n2CCO)cc1
→ i	-1.9	i	0.7	-74.2	i	-2.8	-3.0	i	i	i
O=C(CNC(=O)c1ccc2c(c1)OCCO2)N/N=C/c1ccc(O)cc1O
→ i	0.9	i	-4.1	5.0	i	-3.6	-6.3	i	i	i
CN1CCCC1CCNc1ccc2sc3ccccc3c(=O)c2c1 (configuration not stated)
→ -7.5*	-4.7	i	14.9	-0.7	i	43.3	-25.2	i	i	i
COc1ccc(C(C(=O)NC(C)(C)C)N(C(=O)CCC(=O)Nc2ccccn2)C2CCCCC2)cc1 (configuration not stated)
→ i	2.4	i	-1.3	-1.2	i	-2.4	-4.7	i	i	i
O=C(Nc1ccc2c(c1)OCO2)OCc1ccccc1
→ i	-5.8	i	3.3	5.0	i	1.3	-6.7	i	i	i
CCOC(=O)c1oc2c(c1C)C(=O)CCC2
→ i	2.8	i	-0.8	-0.3	i	-0.3	-4.6	i	i	i

Later entries
Fields: KCNK9 inh	GSK3beta inhib	KCNQ1 inh	GSK3 alpha inh	HDAC3 inhib	KCNQ1 pot	DYRK1A inh	hERG protect	RGS4 pot	KCNK3 inh	PolyA inhibitor
COCCn1c(=O)[nH]c2cc(C(=O)Nc3ccc(OC)c(Cl)c3)ccc2c1=O
→ i	0.0	i	-1.5	-5.0	i	-8.1	-5.2	i	i	i
CCCNC(=O)c1ccc2c(c1)nc(C)n2-c1cccc(Cl)c1
→ i	-2.4	i	1.0	6.8	i	5.8	-8.3	-7.55*	i	i
O=C(Oc1ccc(Br)cc1C(=S)N1CCOCC1)c1ccc(F)cc1
→ i	0.2	i	0.5	3.3	i	-5.9	-6.7	i	i	i
COc1ccc(C(=O)/C=C/Nc2ccc(C)cn2)cc1OC
→ i	0.0	i	0.5	5.7	i	1.7	-2.8	i	i	i
Nc1cccc(C(=O)OCC(=O)NC2CCCc3ccccc32)c1 (configuration not stated)
→ i	-1.2	i	-2.0	0.1	i	-5.1	-21.5	i	i	i
CCCCCCNC(=O)CC(c1ccccc1)c1cc(Br)ccc1O (configuration not stated)
→ -11*	-4.8	i	0.5	-9.6	i	1.9	-10.1	i	-9.84*	i
COc1ccc(C2=CSC3=NCCN23)cc1OC
→ i	0.9	i	-2.8	4.2	i	-1.1	-4.4	i	i	i
CCOC(=O)N1CCC(NC(=O)CCC(=O)N2CC(C)Oc3ccccc32)CC1 (configuration not stated)
→ i	3.5	i	.	-6.5	i	-7.1	-6.3	i	i	i
O=C(CCCCCn1c(=O)[nH]c2ccccc2c1=O)N1CCN(Cc2ccc3c(c2)OCO3)CC1
→ i	-0.6	i	-1.0	8.1	i	1.6	-11.2	i	i	i
CC(C)CNC(=O)COC(=O)c1cccc(S(=O)(=O)NCC(F)(F)F)c1
→ i	5.2	i	-2.4	-3.5	i	-5.5	-10.1	i	i	i
